PLC-gamma1 inh: inhibitors of human phospholipase C gamma1; P19174; purified PLC-gamma1, fluorogenic substrate, fluorescence; inhibition, % at 12.2 µM; 0.84% of 370,000 active; in the data active = inhibition above about 9.5%
HGIII-sPLA2 inh: Inhibits HGIII-sPLA2 liposome hydrolysis, primary screen; Q9NZ20; QFRET BODIPY PC-A2 liposome hydrolysis, fluorescence; inhibition, % at 12.2 µM; 0.56% of 370,000 active;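 active = inhibition above mean plus 3 SD of compounds lying within the high and low control bounds, cut at about 19% in these data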;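 also: 0% = median of test compound wells and 100% = no enzyme DMSO wells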
Target sequence (Q9NZ20 whole entry, looked up): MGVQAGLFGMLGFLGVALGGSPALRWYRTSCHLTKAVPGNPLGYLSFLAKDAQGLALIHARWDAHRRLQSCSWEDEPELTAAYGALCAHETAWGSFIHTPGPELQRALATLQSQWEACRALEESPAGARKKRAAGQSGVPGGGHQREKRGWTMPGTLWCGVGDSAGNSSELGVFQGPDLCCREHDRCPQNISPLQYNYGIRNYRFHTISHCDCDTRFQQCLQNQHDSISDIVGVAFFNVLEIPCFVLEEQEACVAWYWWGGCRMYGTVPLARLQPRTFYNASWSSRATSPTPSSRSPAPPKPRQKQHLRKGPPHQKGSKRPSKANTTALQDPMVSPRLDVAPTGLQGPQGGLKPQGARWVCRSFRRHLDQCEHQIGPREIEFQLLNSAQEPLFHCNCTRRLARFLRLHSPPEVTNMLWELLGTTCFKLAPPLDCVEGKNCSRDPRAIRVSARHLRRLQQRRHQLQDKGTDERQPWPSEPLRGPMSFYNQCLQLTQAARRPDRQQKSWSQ
proKLK7 act: proKLK7 (human) activation, primary screen; 0.9% of 370,000 active; activation, % at 7 µM; P49862; purified proKLK7, EDANS-DABCYL substrate fluorescence; 100% is mature enzyme control, 0% vehicle;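 active = activation above the mean of all tested compounds plus 3 SD, computed per campaign excluding outliers beyond control limits, cut at about 13% in these data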
ASAP1 GAP inh: ASAP1 ArfGAP inhibition; ASAP1-stimulated ARF1 GTP hydrolysis, GDP FP detection; inhibition, % at 16.5 µM; 0.19% of 360,000 active; in the data active = inhibition above about 25%;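 also: 0% = vehicle with enzyme and substrate and 100% = no enzyme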
Target sequence (Q9ULH1 325-724 limits assumed): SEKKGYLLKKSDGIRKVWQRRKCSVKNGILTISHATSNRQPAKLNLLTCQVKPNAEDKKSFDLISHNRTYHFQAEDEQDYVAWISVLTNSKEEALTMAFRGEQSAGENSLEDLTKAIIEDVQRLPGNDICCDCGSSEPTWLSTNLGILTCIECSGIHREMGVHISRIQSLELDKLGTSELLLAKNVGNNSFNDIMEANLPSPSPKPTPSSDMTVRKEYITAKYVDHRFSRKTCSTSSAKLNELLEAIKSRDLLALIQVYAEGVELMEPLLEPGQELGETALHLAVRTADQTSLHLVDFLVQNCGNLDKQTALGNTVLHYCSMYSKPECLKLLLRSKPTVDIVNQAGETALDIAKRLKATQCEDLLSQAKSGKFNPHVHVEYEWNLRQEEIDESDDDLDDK
ARFGAP1 inhibitor: rat ARFGAP1 inhibition. Q62848. Arfgap1-stimulated ARF1 GTP hydrolysis, GDP FP detection. inhibition, % at 16.5 µM. 0.26% of 360,000 active. AID 651572;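 active = inhibition above a per-plate limit, mean inhibition of low control wells plus 3 SD, cut at about 25% in these data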;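 also: 0% = DMSO wells with enzyme and 100% = wells lacking Arfgap1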
Target sequence (Q62848 1-136 limits assumed): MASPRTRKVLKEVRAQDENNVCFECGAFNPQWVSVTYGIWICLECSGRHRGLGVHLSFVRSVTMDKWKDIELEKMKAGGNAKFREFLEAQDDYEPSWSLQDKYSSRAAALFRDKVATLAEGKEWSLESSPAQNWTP
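Assay system: Rat Arfgap1 GAP domain (His6, aa 1-136), purified enzyme | Buffer or medium: HEPES 25 mM pH 7.5, NaCl 150 mM, MgCl2, DTT | Schedule: GTP hydrolysis reaction 2 h at 25 °C | Signal: FP of antibody-bound GDP Alexa 633 tracer, ex 620/em 688 nm | Measure: Percent inhibition of Arfgap1-stimulated GTP hydrolysis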
UHRF1 binding: blocks human UHRF1 binding to methylated DNA; Q96T88; UHRF1 binding to methylated oligo, TR-FRET; 0.75% of 370,000 active; AID 687016; inhibition, % at 4.4 µM; in the data active = inhibition above about 21%;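 also: UHRF1 SRA domain binding a hemimethylated CpG hairpin DNA probe; 0% = median of test compound wells and 100% = reference inhibitor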
PLC-beta3 inh: inhibitors of human phospholipase C beta3 | Q01970 | Purified PLC-beta3, fluorogenic substrate, fluorescence | inhibition, % at 12.2 µM | 0.18% of 370,000 active; in the data active = inhibition above about 11%;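 also: 0% = median of compound wells on plate and 100% = full blocker control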
DDE Tn6 FP inh: DD(E)-Tn6 binding inhibition, primary FP screen; P02675; Fibrin DD(E) TRITC-Tn6 fluorescence polarization displacement; inhibition, % at 8.3 µM; 0.21% of 370,000 active; AID 720509;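 active = inhibition above a per-campaign cutoff: mean of compounds within control limits plus 3 SD, cut at about 15% in these data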;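 also: 0% = median of all compound wells on the plate and 100% = blocking peptide control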
Tn7 DDE FP: disrupts Tn7 cyclic peptide binding to fibrin D-Dimer-E complex | 0.13% of 370,000 active | AID 720508 | inhibition, % at 8.3 µM | FP displacement of FITC-Tn7 peptide from fibrin DD(E); 0% = median of compound wells per plate;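 active = inhibition above the mean of compounds falling within the control limits plus 3 SD of them, cut at about 14% in these data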;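 also: 0% = plate median of compound wells and 100% = 10 µM Aha-Tn7 peptide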
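assay system = human clot-derived fibrin DD(E) complex | quantity = Fibrin-DD(E) at 2 µM final | timing = 10 min preincubation, 3 h with tracer, room temperature | signal = fluorescence polarization | measure = percent inhibition | benchmarks = high control wells with 10 µM unlabelled Aha-Tn7 peptide (full inhibition) | replicates = singlicate testing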
Rev-erbA mod: Rev-erb alpha (human) modulation | P20393 | Rev-erbα–FITC-DNA binding, fluorescence polarization, 90 min | activity, % at 10 µM | 0.79% of 370,000 active | AID 1259318;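 active = activity above about 14%, limit read from the data; passing the limit was not always enough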;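 also: 0% = DMSO wells with 35 nM protein and 100% = DMSO wells with 750 nM protein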
* marks the source's active call; other numbers are inactive results; nt = no result given.

SMILES	PLC-gamma1 inh	HGIII-sPLA2 inh	proKLK7 act	ASAP1 GAP inh	ARFGAP1 inhibitor	UHRF1 binding	PLC-beta3 inh	DDE Tn6 FP inh	Tn7 DDE FP	Rev-erbA mod
CSc1nc(/C=C2\C=Nc3ccccc32)c(O)n1C	-2	4	0.3	-4	-1	-10	-3	-4	-9	-1
NC(=O)c1nsc(C(=O)N(c2ccccc2)C(C(=O)NCC2CCCO2)c2cccs2)c1N (centres undefined)	-27	7	0.2	-5	-1	2	-49	5	2	nt
Cc1cc(Cl)ccc1NC(=O)CN(C)C1=NS(=O)(=O)c2ccccc21	1	12	-0.7	-1	14	4	-8	-10	2	0
O=C(CSc1nnc(Nc2ccccc2F)s1)NCC1CCCO1 (centres undefined)	-1	16	0.1	3	0	7	0	-1	-1	4
COc1cc2c(cc1NC(=O)C(F)(F)F)-c1ccc(NC(=O)C(F)(F)F)cc1C2	0	-5	-0.3	-9	-15	-1	2	6	-5	-7
CC(=O)N(CCCN(C)C)c1nc2ccc(C)cc2s1	-1	9	-0.3	-12	9	2	-6	-6	9	-1
CCCn1nnnc1SCC(=O)Nc1cccc(NC(=O)c2ccco2)c1	-1	-5	-0.2	4	-5	-1	1	-6	-6	1
O=C(NCC(c1ccco1)N1CCCCC1)c1ccc(NS(=O)(=O)c2ccc(F)cc2)cc1 (centres undefined)	0	-28	0.3	9	-5	2	-8	-1	-1	-6
O=C(Nc1cc(=O)c2ccccc2o1)N1CCCCC1	1	1	-1.8	2	-9	1	3	11	1	2
O=C(NC(Cc1ccc(O)cc1)C(=O)O)/C(=C/c1ccccc1)NC(=O)c1ccccc1 (centres undefined)	1	1	-0.4	-4	-6	3	-6	8	-1	-1

4 records picked at random from those above, as already listed:
SMILES	PLC-gamma1 inh	HGIII-sPLA2 inh	proKLK7 act	ASAP1 GAP inh	ARFGAP1 inhibitor	UHRF1 binding	PLC-beta3 inh	DDE Tn6 FP inh	Tn7 DDE FP	Rev-erbA mod
CSc1nc(/C=C2\C=Nc3ccccc32)c(O)n1C	-2	4	0.3	-4	-1	-10	-3	-4	-9	-1
O=C(NC(Cc1ccc(O)cc1)C(=O)O)/C(=C/c1ccccc1)NC(=O)c1ccccc1 (centres undefined)	1	1	-0.4	-4	-6	3	-6	8	-1	-1
O=C(Nc1cc(=O)c2ccccc2o1)N1CCCCC1	1	1	-1.8	2	-9	1	3	11	1	2
O=C(CSc1nnc(Nc2ccccc2F)s1)NCC1CCCO1 (centres undefined)	-1	16	0.1	3	0	7	0	-1	-1	4

Continuation:
SMILES	PLC-gamma1 inh	HGIII-sPLA2 inh	proKLK7 act	ASAP1 GAP inh	ARFGAP1 inhibitor	UHRF1 binding	PLC-beta3 inh	DDE Tn6 FP inh	Tn7 DDE FP	Rev-erbA mod
CC(C)C(=O)Nc1cc(S(=O)(=O)Nc2cccc(Cl)c2)ccc1Cl	2	-7	-0.3	5	-16	-2	2	-1	12	-4
COCCCN1Cc2cccc(C(=O)O)c2C1=O	-1	-2	-0.4	-9	-5	0	4	5	-4	-8
CC(SCc1ccccc1)C(=O)NCc1ccccn1 (centres undefined)	2	0	-0.6	-8	-11	2	-4	8	0	2
O=S1(=O)CCOCCCN1Cc1cccc(C(F)(F)F)c1	2	9	1.1	-1	4	-2	4	-7	3	-5
COc1ccccc1NC(=O)C(C/C=C(/C)Cl)C(C)=O (centres undefined)	1	-2	-0.3	11	8	0	-2	-1	-1	-3
O=C(CN1C(=O)c2ccccc2C1=O)NC1CCCCCC1	2	-2	-0.4	-5	18	21	-4	2	-3	-2
Cc1ccccc1N/C(=C(/C(Cl)=C(Cl)Cl)[N+](=O)[O-])n1nnc2ccccc21	-41	-26	-4.1	-4	1	-1	-38	-4	4	3
Cn1c(SC2CCCC2)nnc1-c1ccco1	-4	2	-0.6	nt	nt	0	-4	2	-1	-2
O=C(c1cc(F)c(F)c(F)c1F)N1CCN(C(=O)C2CCCO2)CC1 (centres undefined)	9	3	0.0	-3	7	2	9	-5	-6	-3
C/C(=N\NC(=O)c1c[nH]c2ccccc12)c1ccc(C)o1	-7	-1	0.9	0	7	2	-2	-5	1	-9
C=CCC1(CC=C)CCCN1C(=O)c1cc(COc2cccc(C(F)(F)F)c2)on1	-2	2	0.5	5	17	0	-3	9	2	6
COCCCNC(=O)C[C@@H]1C[C@@]2(C(=O)OC)CC(C)(C)CC=C2N(Cc2ccccc2)C1=O	0	-5	-0.3	6	13	0	6	-3	1	-4
CCC(NC(=O)Nc1nccs1)(C(F)(F)F)C(F)(F)F	1	3	-0.3	-3	5	-1	-1	0	6	1
COc1ccc(C(=O)Cn2nnc(-c3ccccc3-n3cnnn3)n2)cc1	0	-26	0.5	9	8	34*	-142	-6	5	-11
CN1CC(=O)N2[C@@H](C[C@]3(c4c[nH]c5ccccc45)c4ccccc4N(S(=O)(=O)c4ccccc4)[C@H]23)C1=O	-3	-11	nt	nt	nt	1	-5	-4	-3	1
CC(C)(C)OC(=O)N1CSC[C@H]1C(=O)NC[C@H](CC(=O)O)c1ccc(Cl)cc1	1	-5	0.4	1	22	1	-4	-5	-3	-3
COc1ccc(OC)c(CNCc2ccc3c(c2)OCO3)c1	3	15	-0.9	3	1	6	-5	2	5	7
O=C(CN1C(=O)/C(=C/c2ccccc2)SC1=S)Nc1cccnc1	-1	-4	-0.3	-12	0	-4	-3	1	2	1
CCOC(=O)CSc1nc2ccc(N)cc2s1	-12	2	-0.2	1	1	-2	-13	-2	-4	-5
COc1cccc(NS(=O)(=O)c2ccc(Br)s2)c1	-1	-22	-0.5	5	4	3	-1	4	-1	0
O=C(c1cc(-c2ccc(Cl)cc2)on1)N1CCCCCC1	-1	2	0.0	7	10	1	-1	0	2	-4
COc1cc(NC(=O)c2ccc(OC)c([N+](=O)[O-])c2)ccc1NC(=O)c1ccco1	-3	-15	0.2	-6	-4	-3	-13	2	0	-1
Cn1c(N2CCOCC2)c(/C=N/O)c2ccccc21	-6	3	0.3	-4	0	-3	-4	6	3	4
COC(=O)c1cc(S(=O)(=O)N2CCCCCC2)cn1C	1	1	0.0	2	10	-1	-5	6	-3	4
O=C(Nn1cnnc1)c1ccc(Br)s1	-2	3	0.1	-6	-5	3	-2	7	0	2
O=C(NCc1cccnc1)Nc1ccc(Br)cc1	1	4	0.4	1	4	1	-1	-4	-4	0
COc1ccc(OCc2cc(C(=O)N(C)Cc3cnccn3)no2)c(Cl)c1	6	1	0.5	-6	9	-1	-3	1	10	8
Cn1cc(CNC(=O)C2CCC(=O)N(Cc3ccc(Cl)cc3)C2)cn1 (centres undefined)	-1	-1	0.1	3	23	-1	-5	8	3	3
Cc1ccc(C(=O)Nc2ccc(S(=O)(=O)N3CCc4ccccc43)cc2)o1	0	-15	0.2	-1	2	-1	0	-2	7	1
CCN(C(=O)COc1cccc2cccnc12)C1CCS(=O)(=O)C1 (centres undefined)	-38	10	0.7	7	12	0	-59	-9	1	0
CC(NC(=O)Nc1cccc([N+](=O)[O-])c1)(C(F)(F)F)C(F)(F)F	3	1	-0.5	0	-6	73*	5	7	-11	-2
O=C(COc1ccc(Cl)cc1)NCCNc1ccc([N+](=O)[O-])cc1	-2	-18	-0.3	10	1	-4	-4	-3	7	4
Cc1ccc(NC(=O)COC(=O)c2cccc3c2C(=O)c2ccccc2C3=O)c(C)c1	-1	0	0.0	-3	-4	1	2	3	0	-8
COc1ccc(Cl)cc1NC(=O)COC(=O)c1cc(NS(=O)(=O)c2cccs2)ccc1O	-18	-33	-0.2	0	3	-2	-23	-15	0	-4
Cc1cc(/C=C2/NC(=S)NC2=O)c(C)n1-c1cccnc1	-23	0	0.5	8	-15	-6	-23	6	-7	4
Cc1cccc(C)c1NC(=O)C(c1ccccc1)N1CCC(c2ccccc2)CC1 (centres undefined)	0	1	0.4	-1	13	1	1	3	2	-1
Cc1ccc(C(=O)NC(C)c2ccc(S(N)(=O)=O)cc2)s1 (centres undefined)	-3	-2	-0.5	-18	-7	1	-5	-1	7	5
O=C(NNC(=O)c1cc(-c2ccccc2)nc2ccccc12)c1csc(N2CCOCC2)n1	-2	2	0.0	1	2	2	-13	-2	15*	0
COc1ccc(NC2=C(C(C)=O)C(c3ccc(N(C)C)cc3)C(C(C)=O)C(C)(O)C2)cc1 (centres undefined)	0	6	0.4	0	-2	-2	-6	-2	0	5
CCCn1ncc(CN2CCC(Cc3cccc(F)c3)(C(=O)OCC)CC2)c1C	0	-4	0.1	-5	-6	0	0	-5	-2	5
COc1ccccc1CNC(=O)C1(C)Oc2cccnc2NC1=O (centres undefined)	5	2	-0.4	1	3	-1	-2	0	-5	-4
Cc1cc([N+](=O)[O-])cc2c1NCC1CC=CC21 (centres undefined)	2	9	-0.7	1	-1	5	2	-13	-6	3
CCCNC(=O)c1ccccc1NC(=O)Nc1ccccc1C	-2	3	0.7	-6	-1	12	-1	2	-2	-5
CC(=O)c1ccc(S(=O)(=O)NC2CC(=O)N(c3ccc(C)c(C)c3)C2)cc1 (centres undefined)	2	-11	0.2	-5	-8	-2	-1	2	7	2
CC(C)(C)c1ccc(-c2csc(N3CCC(C(N)=O)CC3)n2)cc1	4	10	nt	nt	nt	0	2	-5	-4	4
CC(c1ccccc1)N(C)CC(=O)NC(=O)NCCC1=CCCCC1 (centres undefined)	-1	-2	0.6	0	-5	3	-8	-2	-9	-1
N#Cc1cc2nc(O)c(O)nc2cc1[N+](=O)[O-]	2	-2	0.1	-4	1	0	4	-2	-3	-6
COc1cc(/C=C/C(=O)N2c3ccccc3Sc3ccc(C(F)(F)F)cc32)cc(OC)c1OC	1	-7	-0.3	-13	-7	0	1	4	0	6
CCOc1ccc(C2C(C#N)=C(N)N(N(C)C)C3=C2C(=O)CCC3)cc1 (centres undefined)	-6	-3	-0.7	5	2	-6	-20	3	3	1
COC(=O)c1ccc(C)c(NC(=O)CCc2ccc(OC)c(OC)c2)c1	3	-1	0.1	-3	1	-3	2	2	1	5

(cont.)
SMILES	PLC-gamma1 inh	HGIII-sPLA2 inh	proKLK7 act	ASAP1 GAP inh	ARFGAP1 inhibitor	UHRF1 binding	PLC-beta3 inh	DDE Tn6 FP inh	Tn7 DDE FP	Rev-erbA mod
COCCNC(=O)Cc1c(C)c2c(cc(C)c3c(C(C)(C)C)coc32)oc1=O	-101	-5	-10	6	1	-1	-143	-6	-8	-3
CCCCN1C(=O)NC(c2ccc(OC)cc2)C(C(=O)OCc2ccccc2)=C1C (centres undefined)	1	-6	-0.1	9	-5	-1	2	7	7	6
CS(=O)(=O)N(CC(=O)Nc1cccc(Cl)c1)c1ccccc1Cl	-2	-11	0.2	-4	-9	1	0	3	-5	-5
Cc1ccc(C)c(NC(=O)c2sc(Cl)nc2C)c1	0	-2	-0.3	4	-8	0	5	9	-6	0
NC(=O)c1nnsc1Sc1c(C(N)=O)nnn1-c1cccc(N)c1	-1	0	0.3	8	-1	5	-4	7	5	-3
COc1cc(/C=N/NC(=O)c2ccncc2)ccc1OC(=O)c1ccco1	1	2	-0.4	15	9	1	-9	-2	4	-7

Hits appear at their usual frequency. Share with any hit: about 4.5%.
